Bioassay records as filed in PubChem.
SIRT5 inh = sirtuin-5 (human) deacylase inhibition | Q9NXA8 | Purified SirT5, succinyl-peptide AMC, trypsin-coupled fluorescence | inhibition, % at 15 µM | 330,000 compounds, 1.1% hits | AID 652115; in the data active means inhibition above about 15%; inconclusive means no clear call, values can overlap the other calls
Target sequence (Q9NXA8 whole entry, looked up): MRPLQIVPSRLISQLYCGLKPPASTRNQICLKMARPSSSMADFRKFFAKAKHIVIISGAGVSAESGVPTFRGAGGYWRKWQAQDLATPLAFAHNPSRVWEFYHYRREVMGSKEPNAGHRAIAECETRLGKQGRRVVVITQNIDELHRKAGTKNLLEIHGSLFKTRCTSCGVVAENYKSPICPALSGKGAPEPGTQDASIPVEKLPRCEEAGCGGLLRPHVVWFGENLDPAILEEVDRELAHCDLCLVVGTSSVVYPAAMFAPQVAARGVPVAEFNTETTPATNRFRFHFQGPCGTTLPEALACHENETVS
DENV2 CPE = inhibitors of DENV2 cytopathic effect. DENV2-infected cells, cytopathic effect rescue, plate reader. CPE inhibition, % at 9.99 µM. 350,000 compounds, 1.7% hits; in the data active means CPE inhibition above about 20%, passing the limit was not always enough; inconclusive means no clear call, values can overlap the other calls; tested in BHK-21 cells;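 further: 0% = median of neutral control wells and 100% = median of positive control wells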
ERAP1 inh = inhibitors of human ERAP1 aminopeptidase | Q9NZ08 | recombinant ERAP1, Leu-AMC fluorescence, 60 min | inhibition, % at 10.7 µM | 340,000 compounds, 0.15% hits;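 active means mean replicate inhibition of at least 30%, or all replicates individually reaching that 30% level; inactive means mean below 30% and not every replicate reaching it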;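 further: 0% = neutral control wells and 100% = L-leucinethiol positive control wells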
Casp6 inh = inhibitors of human caspase-6 | purified caspase-6, Z-VEID-R110 cleavage fluorescence | inhibition, % at 12.5 µM | 350,000 compounds, 0.53% hits | AID 686996;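 active means mean inhibition across replicates at least about 35%, with every replicate also reaching that limit, limit read from the data; inconclusive means only one of the two criteria met; inactive means neither criterion met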;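 further: 0% = median of neutral control wells and 100% = no fluorescence left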
Target sequence (P55212 24-179 limits assumed): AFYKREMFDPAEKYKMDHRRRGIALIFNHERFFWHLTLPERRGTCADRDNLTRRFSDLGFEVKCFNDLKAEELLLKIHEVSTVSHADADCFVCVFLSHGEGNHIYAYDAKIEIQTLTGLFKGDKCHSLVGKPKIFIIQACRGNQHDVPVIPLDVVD
Target sequence (P55212 194-293 limits assumed): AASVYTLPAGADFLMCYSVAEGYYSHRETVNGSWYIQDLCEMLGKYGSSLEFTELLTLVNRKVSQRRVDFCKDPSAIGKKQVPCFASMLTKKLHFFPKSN
F508del corr = CFTR F508del correction in bronchial cells; CFBE cells, YFP halide quenching; stimulated with forskolin plus potentiator P3; % fluorescence drop versus neutral controls; activity (quench increase), % at 7.58 µM; 350,000 compounds, 0.36% hits;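 active means mean added fluorescence quench of at least 8% versus neutral control, with both replicates also reaching 8%; inconclusive means only one of the mean or replicate conditions met; inactive means mean below 8% and not both replicates reaching 8%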;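 further: cells transiently co-express mutant CFTR-F508del with the halide-sensitive YFP; corrector assay measuring rescue of mutant channel to the surface after 24 h compound exposure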
miR122 inh = inhibitors of miR-122 in Huh7 cells. Huh7 miR-122 Renilla luciferase sensor, 48 h; neutral wells = 0, positive control = 100. activation (reporter increase), % at 12.5 µM. 340,000 compounds, 0.3% hits. AID 602342;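 active means mean replicate activation score at least 90 and every replicate individually at or above 90; inconclusive means only one of the two criteria met; inactive means neither criterion met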;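 further: higher luciferase means less miR-122 activity so hits act as miR-122 inhibitors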
ERp5 inh = inhibitors of human ERp5 | Q15084 | ERp5 insulin aggregation, absorbance 650 nm, 90 min | inhibition, % at 9.99 µM | 350,000 compounds, 0.05% hits | AID 651711;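 active means mean replicate inhibition above about 25%, with every replicate also reaching it, limit read from the data, passing the limit was not always enough; inconclusive means only one of those two criteria met; inactive means neither criterion met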
Target sequence (Q15084 whole entry, looked up): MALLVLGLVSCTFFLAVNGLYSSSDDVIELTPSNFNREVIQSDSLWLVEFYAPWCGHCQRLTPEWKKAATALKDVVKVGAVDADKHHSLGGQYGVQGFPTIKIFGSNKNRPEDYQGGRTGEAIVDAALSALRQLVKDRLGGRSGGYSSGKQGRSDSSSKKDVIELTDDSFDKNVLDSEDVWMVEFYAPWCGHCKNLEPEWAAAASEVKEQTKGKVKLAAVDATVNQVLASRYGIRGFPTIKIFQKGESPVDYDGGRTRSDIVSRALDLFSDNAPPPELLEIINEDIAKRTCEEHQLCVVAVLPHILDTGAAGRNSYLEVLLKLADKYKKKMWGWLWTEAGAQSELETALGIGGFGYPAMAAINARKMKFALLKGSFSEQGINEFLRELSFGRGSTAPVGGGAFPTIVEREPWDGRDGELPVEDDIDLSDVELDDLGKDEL
Numbers without * were called inactive; u = inconclusive; x = not tested or not shown; & = joins results of further samples; ! = repeats disagree; [ ] = another dose, or the depositor's remark.

SMILES	SIRT5 inh	DENV2 CPE	ERAP1 inh	Casp6 inh	F508del corr	miR122 inh	ERp5 inh
COc1ccc(S(=O)(=O)Nc2cccc3c2O[C@@H](CN(C)C(=O)Nc2c(C)noc2C)[C@@H](C)CN([C@H](C)CO)C3=O)cc1	7.4	u	9.0	1.1	-2.8	1.6[16.7 µM]	-6.4
Cc1ncc([N+](=O)[O-])n1CC(=O)N/N=C/c1ccc(F)cc1	-0.4	14.6	3.8	1.9	2.6	-0.3	2.1
Cc1ccc2nc(-c3ccc(NS(=O)(=O)c4c(C)n(C)c(=O)n(C)c4=O)cc3)sc2c1	-4.7	-2.5	x	-0.5	-3.0	x	7.5
CCN(c1ccccc1)S(=O)(=O)c1cc2c(cc1C)NC(=O)CO2	0.2	-2.5	4.1	-1.7	0.5	-1.0	-1.5
O=C1[C@@H](Oc2ccccc2)[C@@H](c2cccnc2)N1c1ccccc1	1.3	-13.2	-2.0	-1.4	1.8	-5.7	1.4
COc1ccc(NC(=O)CSc2nccn2Cc2ccccc2)cc1	-1.5	-6.4	-0.8	-0.1	-0.9	0.6	0.9
O=C(NCCCN1CCOCC1)c1cc(S(=O)(=O)N2CCOCC2)c(Cl)cc1Cl	-4.4	10.0	-1.1	-5.2	9.0*	-2.1	1.9
CC(Sc1ncnc2sc(-c3ccccc3)cc12)C(=O)N1CCNC1=O (stereo not given)	0.2	-1.7	-0.2	0.6	1.2	2.6	1.6
C[C@@H]1CCCCO[C@H](CN(C)Cc2ccc(Cl)c(Cl)c2)[C@@H](C)CN([C@@H](C)CO)C(=O)c2cc(NS(=O)(=O)c3cn(C)cn3)ccc2O1	7.4	-7.3	1.4	2.9	2.0	-3.0[16.7 µM]	-0.5
CC(C)NC(=O)Nc1ccc2c(c1)CC(=O)N([C@@H](C)CO)C[C@H](C)[C@H](CN(C)S(=O)(=O)c1ccccc1)O2	3.8	0.3	-3.0	-11.0	-1.3	11.5[16.7 µM]	-1.7
COc1cc(C(F)(F)F)nc2c(Br)c(C(C)(C)C)nn12	-3.4	-0.1	x	8.8	-1.6	3.1	8.0
O=[N+]([O-])c1ccc(Cl)c(S(=O)(=O)Nc2ccc(-c3ccc(N4CCCC4)nn3)cc2)c1	5.6	2.6	3.7	5.2	1.6	9.4	4.8
C[C@H](O)C#Cc1ccc2c(c1)O[C@@H](CN(C)C(=O)c1ccccc1)[C@H](C)CN([C@@H](C)CO)S2(=O)=O	-2.1	-6.6	-1.3	1.1	-0.5	-4.3[16.7 µM]	-7.6
COc1ccccc1NC(=O)CSc1n[nH]c(-c2ccco2)n1	-2.1	5.3	2.5	-0.9	-0.7	-9.9	10.8
COCC#Cc1cnc2c(c1)C(=O)N([C@H](C)CO)C[C@@H](C)[C@H](CN(C)C(=O)Nc1cccc(F)c1)O2	-0.5	1.8	1.0	-1.4	2.1	-1.7[16.7 µM]	-2.4
O=C(c1ccc(-c2ccccc2Cl)o1)N1CCCCCCC1	3.8	-0.2	2.3	-14.6	-0.1	11.2	6.6
CCOc1ccccc1C(=O)NC(C(=O)OCC(=O)NNC(=O)c1cccs1)C(C)C (stereo not given)	x	4.0	-3.5	-1.5	1.7	-2.0	1.6
O=C(Nc1ccc(S(=O)(=O)N2CCOCC2)cc1)c1ccc(=O)[nH]c1	-2.6	-2.9	x	2.6	2.1	x	-1.6
CCOC(=O)CN1C(=O)NC2(CCCc3ccccc32)C1=O (stereo not given)	-0.1	2.9	0.7	-3.1	-2.9	x	0.6
O=C(C[C@@H]1C=C[C@@H](NC(=O)c2ccccc2)[C@H](CO)O1)NCCc1ccncc1	-0.9	-5.5	-0.1	-0.2	0.2	x	3.2
Cc1ccc(-c2csc3ncnc(N4CCN(S(=O)(=O)c5ccc(C#N)cc5)CC4)c23)cc1	4.3	-1.1	-8.9	-2.3	x	-0.7	3.4
Clc1cccc(Nc2nc(-c3ccncc3)cs2)c1	0.8	0.5	2.5	-2.5	0.5	x	1.8
CCC(C)(C)C1CCC2(CC1)NC(=O)N(CC(=O)N1CCN(C(=O)c3ccco3)CC1)C2=O (stereo not given)	1.5	-1.4	2.6	2.2	0.8	x	-0.7
O=C(NCc1ccccn1)c1cccc([N+](=O)[O-])c1	5.3	-3.3	1.7	2.4	-0.8	-9.2	3.1
C[C@H]1CN([C@@H](C)CO)C(=O)CCCn2nncc2CO[C@H]1CN(C)C(=O)Nc1cccc2ccccc12	3.6&-5.1	6.8&4.8	0.2	-2.2&-0.1	0.6&1.6	2.6[16.7 µM]	0.5&5.5
Further entries follow:
SMILES	SIRT5 inh	DENV2 CPE	ERAP1 inh	Casp6 inh	F508del corr	miR122 inh	ERp5 inh
Cc1ccccc1C(=O)Oc1ccc2ccc(O)cc2c1	-7.4	4.0	-0.3	-0.4	3.8	x	-5.4
NC(=O)CSc1nc2ccccc2n1-c1ccccc1	26.1*	x	-2.0	0.4	3.3	0.5	-7.3
O=C(CC1SC2=NCCN2C1=O)Nc1ccc(Br)cc1 (stereo not given)	-0.3	x	-7.0	0.8	x	1.6	17.3
O=C(NCCc1csc(-c2cccnc2)n1)c1c(F)cccc1F	7.9	-7.8	0.4	-0.4	1.1	1.7	-2.5
COc1cc(C(=O)Nc2ccccc2N2CCOCC2)ccc1OCc1c(C)noc1C	-1.7	-0.2	-0.9	0.3	-1.8	-5.3	-3.7
Cc1nn(C)c(C)c1CN(C(=O)CCc1nnc(Cc2c[nH]c3ccccc23)o1)C(C)C	-2.1	x	4.6	-1.6	-1.1	x	0.9
Cc1ccc(C)c(CN2CCC(CNC(=O)Nc3ccc(C)c(C)c3)CC2)c1	-4.6	17.7	-3.9	-8.7	0.9	x	0.0
O=C(NCC[C@H]1CC[C@H](NS(=O)(=O)c2cccc(F)c2)[C@H](CO)O1)c1cnccn1	1.3	-4.1	-0.9	0.1	-2.7	x	-2.4
COCCCNC(=S)Nc1ccc(C)cc1	0.0	-2.2	-0.5	-1.0	0.8	x	-3.9
C[C@H](CO)N1C[C@H](C)[C@@H](CN(C)Cc2ccc(-c3ccccc3)cc2)Oc2c(NS(=O)(=O)c3ccccc3)cccc2C1=O	15.6*!	4.4&-0.2	-1.9&4.5	-1.0&-0.2	1.1&-1.0	3.1[16.7 µM]	-1.4&-10.0
COc1ccc(C(C#N)N2CCCCCC2)cc1OC (stereo not given)	-5.1	x	-0.6	-5.6	x	1.1	12.2
Cc1ccc(C)c(NC(=S)N/N=C2/CCCCc3ccccc32)c1	-2.3	-1.3	-1.7	0.8	x	x	-4.1
O=S(=O)(Nc1nc(-c2ccccc2)cs1)c1cc(Cl)ccc1Cl	10.9	-3.7	-1.6	11.9	-0.3	4.0	8.4
CC(C)NC(=O)N(C)C[C@H]1OCCCC[C@@H](C)Oc2ccc(NS(=O)(=O)c3cccs3)cc2C(=O)N([C@@H](C)CO)C[C@H]1C	-0.9	u	3.8	-0.5	0.7	-3.9[16.7 µM]	1.0
COCCCNC(=O)CCc1nnc(Cc2ccc(-c3ccccc3)cc2)o1	1.5	0.3	0.6	16.7	2.2	1.8	-3.2
CN(C)C(=O)c1ccc(-c2ccc([C@H]3[C@@H](C#N)N(C(=O)C4CCCC4)[C@H]3CO)cc2)cc1	0.9	21.5*	1.9	-3.3	-1.2	x	0.7
Cn1c(=O)c2c(nc(N/N=C/c3ccco3)n2C)n(C)c1=O	3.5	5.1	2.6	-3.6	1.7	-4.0	3.3
C[C@@H]1CN([C@@H](C)CO)C(=O)c2cc(NC(=O)Cn3cnnn3)ccc2O[C@@H]1CN(C)C(=O)NC1CCCCC1	1.9	11.5	9.2	-1.1	0.7	-0.7[16.7 µM]	-5.3
Cc1ccc(NC(=O)NC(=O)CN2CCN(c3ccc(O)cc3)CC2)c(C)c1	-1.0	0.3	1.5	3.7	0.6	-2.9	5.6
O=C(CC1CC1)N1CC(=O)N2[C@@H](CO)[C@H](c3ccc(-c4cccnc4)cc3)[C@@H]2C1	-2.4	-1.5	1.9	0.1	-0.8	x	1.6
Cc1ccc(S(=O)(=O)n2cnc3ccccc32)cc1[N+](=O)[O-]	0.5	13.6	0.1	5.9	1.3	x	1.4
CN(C)c1nc(-c2ccccc2)ns1	-3.0	6.0	x	0.8	-3.0	x	-3.2
O=C1NC[C@H](CCCCN2CCN(CCc3ccccc3)C(=O)C2=O)N(CCc2ccccc2)C1=O	x	-0.9	x	-1.4	-3.6	x	4.7
COc1ccc(S(=O)(=O)N(C)C[C@H]2Oc3c(NC(=O)Nc4cccc5ccccc45)cccc3C(=O)N([C@H](C)CO)C[C@H]2C)cc1	2.8	3.4	0.7	-2.8	1.9	-13.4[16.7 µM]	-1.7
CCOC(=O)c1c(NC(=O)COc2ccccc2C#N)sc2c1CC(C)(C)NC2(C)C	-1.6	-12.3	5.5	-0.3	2.8	-0.4	-0.1

Reprinted from the part before: 4 entries; new compounds follow.
SMILES	SIRT5 inh	DENV2 CPE	ERAP1 inh	Casp6 inh	F508del corr	miR122 inh	ERp5 inh
CN(C)c1nc(-c2ccccc2)ns1	-3.0	6.0	x	0.8	-3.0	x	-3.2
O=C1NC[C@H](CCCCN2CCN(CCc3ccccc3)C(=O)C2=O)N(CCc2ccccc2)C1=O	x	-0.9	x	-1.4	-3.6	x	4.7
COc1ccc(S(=O)(=O)N(C)C[C@H]2Oc3c(NC(=O)Nc4cccc5ccccc45)cccc3C(=O)N([C@H](C)CO)C[C@H]2C)cc1	2.8	3.4	0.7	-2.8	1.9	-13.4[16.7 µM]	-1.7
CCOC(=O)c1c(NC(=O)COc2ccccc2C#N)sc2c1CC(C)(C)NC2(C)C	-1.6	-12.3	5.5	-0.3	2.8	-0.4	-0.1
COC(=O)c1ccc(C(=O)OC)c(NC(=S)N2CCN(C)CC2)c1	-0.3	-0.4	1.4	-2.2	-1.8	-2.6	3.0
O=C(NCc1ccccn1)c1ccc(Cl)c(S(=O)(=O)N2CCCCCC2)c1	-4.3	-1.9	0.6	2.0	-1.1	19.1	2.5
CCCNC(=O)N1CCC2(CC1)CN(C(=O)Nc1ccc(F)cc1)[C@H](CO)c1[nH]c3cc(OC)ccc3c12	0.5	-3.4	-1.7	-0.5	-1.8	x	0.1
CCCC#Cc1ccc([C@@H]2[C@H]3CN(CCC)CCCCN3[C@H]2CO)cc1	3.1	8.0	-0.5	-15.0	0.5	1.9[16.7 µM]	2.9
CCN(CC(=O)NCc1ccc(Cl)cc1)S(=O)(=O)c1ccc(F)cc1	-5.5	-1.4	1.2	2.1	-0.7	x	2.0
O=S(=O)(c1ccc(-c2csc(-c3cccnc3)n2)cc1)N1CCOCC1	-6.6	3.1	-0.4	1.4	5.7	11.5	0.4
OC(CN1CCC(Cc2ccccc2)CC1)C(F)(F)F (stereo not given)	-3.1	-8.6	-1.5	-1.5	-1.1	4.8	1.1
C[C@@H]1CN([C@H](C)CO)C(=O)c2cccc(NS(C)(=O)=O)c2O[C@@H]1CN(C)Cc1ccc(C(F)(F)F)cc1	-0.3	4.0	3.0	-1.9	-0.9	u	1.8
COc1ccc(CN(C)C[C@H]2OCCCC[C@H](C)Oc3ccc(NC(=O)Nc4ccc(OC)cc4)cc3C(=O)N([C@H](C)CO)C[C@@H]2C)cc1	5.6	4.4	-1.7	0.8	0.3	2.8[16.7 µM]	-0.3
Cc1ccnc2nc(C(=O)Nc3nnc(-c4ccc(Cl)cc4)o3)nn12	2.9	5.4	-1.6	5.5	1.2	-7.4	2.8
COc1ccc(S(=O)(=O)N(C)C)cc1NC(=O)COC(=O)C1CC1	4.7	3.3	2.4	-0.5	4.4	-3.8	-1.1
COC(=O)c1ccc(C2C(C(=O)c3ccco3)=C(O)C(=O)N2CC2CCCO2)cc1 (stereo not given)	0.6	u	2.4	3.8	-2.2	-2.2	-4.0
C[C@H](CO)N1C[C@H](C)[C@@H](CN(C)CC2CCOCC2)Oc2ncc(C#CCC3CCCC3)cc2C1=O	-0.1	1.3	2.5	3.8	0.8	-0.7[16.7 µM]	4.2
CCOCCOC(=O)c1ccc(NC(=O)C2COc3ccccc3O2)cc1 (stereo not given)	3.1	-5.6	-0.7	0.0	-1.3	-0.5	3.8
Cc1ccc(S(=O)(=O)NCC[C@H]2CC[C@@H](NC(=O)NC(C)C)[C@@H](CO)O2)cc1	2.9	-2.8	-1.0	2.4	-2.3	x	-5.2
